# Bioassay records deposited in PubChem by several laboratories.
# DSG3 Ab inh = blocks pemphigus antibody binding to human desmoglein-3; P32926; DSG3-coupled beads, scFv-anti-DSG3-GFP binding, flow cytometry; stronger effect = lower value; binding (percent of control), % at 10 µM; 310,000 tested, 0.48% active; AID 588358;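 active = binding more than 3 SD below its plate's average and above zero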;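 note: hits lower antibody fragment binding to DSG3; some compounds called inactive have numbers as strong as hits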
# PKA-R1A act = PKA-R1A complex activation; activation, % at 11.4 µM; 340,000 tested, 0.083% active; P00514+P68181; AID 504707; PKA-R1A dissociation, Cy5-IP20 fluorescence polarization; scaled: DMSO 0%, 113 µM cGMP 100%;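 active = percent activation above the mean of all tested compounds plus 3 SD, cut at about 19% in these data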;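 note: higher means more PKAc released from R1A so a rise in polarization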
# PKA-R2B activ = PKA-R2B complex activation; activation, % at 11.4 µM; 340,000 tested, 0.079% active; PKA-R2B holoenzyme dissociation, Cy5-IP20 fluorescence polarization; R2B truncated from residue 108, S112A mutant; 0% DMSO only, 100% 113 µM cGMP; P22694+P31323; AID 504700;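 active = activation above a cutoff set at the mean over all compounds plus 3 SD, cut at about 18% in these data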;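 note: higher means more holoenzyme dissociation and a rise in polarization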
# DAGLB inhibitor = diacylglycerol lipase beta (human) inhibition. Q8NCG7. HEK293T DAGLB membrane lysate, EnzChek fluorogenic substrate. inhibition, % at 5.17 µM. 340,000 tested, 0.059% active; in the data active = inhibition above about 34%;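 note: 0% = enzyme with vehicle and 100% = wells lacking enzyme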
# Target sequence (Q8NCG7 whole entry, looked up): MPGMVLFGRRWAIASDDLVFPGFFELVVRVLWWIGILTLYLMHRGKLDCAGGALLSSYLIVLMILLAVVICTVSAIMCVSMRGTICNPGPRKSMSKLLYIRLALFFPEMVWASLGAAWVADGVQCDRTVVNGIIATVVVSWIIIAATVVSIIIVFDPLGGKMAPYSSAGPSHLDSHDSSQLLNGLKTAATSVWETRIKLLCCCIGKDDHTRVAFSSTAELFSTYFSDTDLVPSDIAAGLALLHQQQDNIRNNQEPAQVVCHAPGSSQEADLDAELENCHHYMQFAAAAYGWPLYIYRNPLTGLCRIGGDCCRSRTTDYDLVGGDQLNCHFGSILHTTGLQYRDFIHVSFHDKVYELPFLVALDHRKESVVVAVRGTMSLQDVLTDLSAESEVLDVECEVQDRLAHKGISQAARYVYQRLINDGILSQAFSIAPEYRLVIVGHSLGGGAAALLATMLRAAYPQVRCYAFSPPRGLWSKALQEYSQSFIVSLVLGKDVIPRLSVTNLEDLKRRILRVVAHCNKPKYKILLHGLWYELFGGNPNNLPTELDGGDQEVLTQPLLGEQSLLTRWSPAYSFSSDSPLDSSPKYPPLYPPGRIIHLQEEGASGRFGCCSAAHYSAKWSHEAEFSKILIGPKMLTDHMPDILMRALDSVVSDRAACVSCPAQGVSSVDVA
# V-ATPase pHluor = yeast V-ATPase proton transport regulation by pHLuorin. response, % at 10 µM. AID 504577. 350,000 tested, 0.37% active. S. cerevisiae, pHLuorin cytosolic pH fluorescence; in the data active = response mostly above about 7.3%, no sharp cut-off; inactive = mostly below about 5.4%; note: actives read high; inactives centre near 0; some compounds called inactive have numbers as strong as hits; reference of the scale not given here
# MOR-DOR inv ag = mu-delta opioid heterodimer inverse agonism; P35372+P41143; inhibition, % at 9.3 µM; 340,000 tested, 0.21% active; cell-based MOR-DOR heterodimer luminescence; in the data active = inhibition above about 22%, passing the limit was not always enough;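 note: 0% = cells with DMSO and 100% = wells without cells with DMSO; values of inactives mirror those of a sister screen read the other way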
# HTR5A ag ctr = activates human HTR5A in OPRM1-OPRD1 agonist counter-screen; HTR5A agonist assay, luminescence, cell-based; activation, % at 9.3 µM; 340,000 tested, 0.61% active; in the data active = activation mostly above about 9.5%, no sharp cut-off; inactive = mostly below about 7.6%;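 note: 0% = cells with vehicle only and 100% = reference agonist; strong numbers were not always called active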
# Target sequence (P47898 whole entry, looked up): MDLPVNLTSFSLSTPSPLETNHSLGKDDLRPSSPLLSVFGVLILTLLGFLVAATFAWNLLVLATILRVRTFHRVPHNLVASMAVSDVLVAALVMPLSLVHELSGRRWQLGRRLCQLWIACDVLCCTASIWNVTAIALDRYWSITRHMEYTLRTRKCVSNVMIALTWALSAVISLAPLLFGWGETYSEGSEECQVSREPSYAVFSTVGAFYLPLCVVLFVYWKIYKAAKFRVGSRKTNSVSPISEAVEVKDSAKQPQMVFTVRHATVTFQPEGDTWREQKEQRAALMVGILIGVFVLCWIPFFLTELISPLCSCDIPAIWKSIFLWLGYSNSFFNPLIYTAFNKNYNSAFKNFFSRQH
# MOR-DOR ag = agonists of human mu-delta opioid receptor heterodimerization; 340,000 tested, 0.3% active; cells, OPRM1-OPRD1 heterodimerization, luminescence; activation, % at 9.3 µM; in the data active = activation above about 18%;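 note: 0% = vehicle-treated cells and 100% = reference agonist; values of inactives mirror those of a sister screen read the other way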
# HTR5A inv ag = inverse agonist of human HTR5A in OPRM1-OPRD1 counter-screen; AID 504634; HTR5A cell line, luminescence, inverse agonism; 340,000 tested, 0.083% active; P47898; inhibition, % at 9.3 µM; in the data active = inhibition mostly above about 23%, no sharp cut-off; inactive = mostly below about 18%;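 note: 0% = cells with DMSO and 100% = no-cell wells with DMSO; some compounds called inactive have numbers as strong as hits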
# Arr AP2 block = blocks beta-arrestin peptide binding to AP2 adaptin | FITC-arrestin peptide / GST-AP2 beads, flow cytometry; AP2 beta2 appendage carries R879A mutation | 340,000 tested, 0.31% active | AID 504490 | inhibition, % at 10 µM;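 active = inhibition above a set limit, near 3 SD of compounds lacking own fluorescence, cut at about 54% in these data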;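 note: plate controls were DMSO wells for no effect and 5 µM unlabelled arrestin peptide for full effect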
#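 System: GST-AP2 R879A glutathione beads | Also added: FITC-arrestin peptide, 50 nM | Times: 12 min plus 1 h, RT | Signal: Bead flow cytometry, FITC channel | Buffer or medium: PBS with 0.05% Tween 20 and 0.1% BSA | Read-out basis: Percent drop in bead-associated FITC signal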
# Starred values were filed as active, the others as inactive; . = not tested or not shown. Compounds were not picked by outcome (roughly 2.4% active in at least one column).
SMILES,DSG3 Ab inh,PKA-R1A act,PKA-R2B activ,DAGLB inhibitor,V-ATPase pHluor,MOR-DOR inv ag,HTR5A ag ctr,MOR-DOR ag,HTR5A inv ag,Arr AP2 block
C=CCOC(=O)/C=C/C(=O)NC(N)=O,90.9,-4.6,-3.4,-1.4,-1.5,5.9,-0.2,-1.1,0.6,8.6
Cn1c(N)cc(-c2ccc(F)cc2)c(C#N)c1=O,95.7,9.4,-4.8,-0.6,3.7,1.6,-3.1,-0.3,-3.7,6.8
COc1ccc(OC)c(NC(=O)CCN2CCCCC2)c1,.,6.3,5.1,1.4,-1.7,4.4,-5.3,-0.7,-9.1,-1.9
COC(=O)Cc1c(C)nc2nc(NCc3cccc([N+](=O)[O-])c3)[nH]n2c1=O,101.4,-3.6,5.6,-0.9,-0.6,16.0,5.9,-2.9,-11.9,-2.9
c1c(CC2CCCC2)nnn1C[C@H]1CC[C@@H]([C@@H]2CC[C@H](Cn3cc(CC4CCCC4)nn3)O2)O1,100.4,-4.1,-2.8,2.8,-1.3,13.8,6.6,-3.0,-0.8,-4.7
NS(=O)(=O)c1ccc(N/N=C/c2ccc(C(=O)O)cc2)c([N+](=O)[O-])c1,88.7,-3.8,-9.1,5.1,0.5,1.1,3.4,-0.2,-10.2,1.7
CC1(c2nnc(-c3cccc(Cl)c3)o2)CC(c2ccccc2Br)=NO1 (configuration not stated),101.5,-2.8,-7.3,-11.9,-2.8,-9.3,-0.7,1.7,-9.1,2.6
COc1ccc(-c2nc3ncccc3o2)cc1NC(=O)c1cccs1,113.5,5.0,4.1,0.8,1.4,12.5,-3.3,-2.4,8.8,2.8
CC(=O)N1CCc2cc(C(=O)CN3CCN(c4cccc(Cl)c4)CC3)ccc21,110.7,2.2,-2.7,-0.8,-0.6,2.7,-2.1,-0.5,-40.0,1.3
CCOC(=O)c1cc(-c2ccccc2)sc1NC(=O)C(C)Sc1nnc(N)s1 (configuration not stated),103.0,-13.8,-8.2,-8.3,-1.1,-62.0,3.2,10.9,-10.9,24.1

# Molecules from the list above that contain a carbonyl joined to an NH by a bond outside any ring (4):
SMILES,DSG3 Ab inh,PKA-R1A act,PKA-R2B activ,DAGLB inhibitor,V-ATPase pHluor,MOR-DOR inv ag,HTR5A ag ctr,MOR-DOR ag,HTR5A inv ag,Arr AP2 block
C=CCOC(=O)/C=C/C(=O)NC(N)=O,90.9,-4.6,-3.4,-1.4,-1.5,5.9,-0.2,-1.1,0.6,8.6
COc1ccc(OC)c(NC(=O)CCN2CCCCC2)c1,.,6.3,5.1,1.4,-1.7,4.4,-5.3,-0.7,-9.1,-1.9
COc1ccc(-c2nc3ncccc3o2)cc1NC(=O)c1cccs1,113.5,5.0,4.1,0.8,1.4,12.5,-3.3,-2.4,8.8,2.8
CCOC(=O)c1cc(-c2ccccc2)sc1NC(=O)C(C)Sc1nnc(N)s1 (configuration not stated),103.0,-13.8,-8.2,-8.3,-1.1,-62.0,3.2,10.9,-10.9,24.1

# More results.
SMILES,DSG3 Ab inh,PKA-R1A act,PKA-R2B activ,DAGLB inhibitor,V-ATPase pHluor,MOR-DOR inv ag,HTR5A ag ctr,MOR-DOR ag,HTR5A inv ag,Arr AP2 block
O=C(O)c1ccc(S(=O)(=O)Nc2ccc(O)c(Sc3nc4ccccc4s3)c2)cc1,98.9,-7.5,0.9,0.7,4.0,3.7,-2.0,-0.8,5.5,52.4
CCOC(=O)N1CCC(N(CCN(C)C)C(=S)Nc2cc(Cl)cc(Cl)c2)CC1,96.0,-9.4,-16.0,1.1,1.4,3.0,-3.4,-0.6,10.0,-3.3
O=C(CCCOC(=O)c1ccc(O)cc1O)c1ccccc1,108.2,-15.3,-4.7,-6.2,-1.5,-13.1,-8.4,3.2,20.6,-0.9
CC(C)[C@H](NC(=O)N1CCn2c1nc1ccccc12)C(=O)NC1CC1,104.8,-8.7,-4.5,0.3,-4.7,.,.,.,.,35.9
CC1=CC(C)(C)N(C(=O)CNC2CCCCC2)c2cc(C)ccc21,103.5,-0.9,-0.8,-3.9,1.9,-13.1,-6.1,2.4,0.6,11.3
CCOc1cc(C2c3c(n[nH]c3C)C(=O)N2c2ccc(C)cc2)ccc1O (configuration not stated),92.3,5.2,-10.4,0.4,-0.4,13.2,-1.7,-2.6,14.0,5.8
COC(=O)CSc1nc(C)cc(N2CCOCC2)n1,116.1,4.8,1.5,0.6,-2.9,4.9,-4.4,-1.0,10.9,-6.3
COc1ccccc1N(CC(=O)NC1CCCC1)C(=O)CNC(=O)c1cccs1,.,7.3,3.0,1.9,-2.3,2.2,0.6,-0.3,-1.5,-4.0
COc1ccc(/C=C2\SC(=S)N(NC(=O)c3csc4c3CCCC4)C2=O)cc1,108.9,1.7,-15.3,2.6,6.5,-16.2,1.8,2.8,-19.0,0.2
COCCN(C(=S)Nc1ccc(C)c(C)c1)C(C)c1ccco1 (configuration not stated),102.1,-10.0,5.3,-8.7,7.2,-8.4,2.1,1.6,-32.3,4.3
Cc1ccc(CN2CCS(=O)(=O)CC2)cc1,.,9.6,-3.9,-2.6,1.9,11.6,0.3,-2.8,-0.7,-5.9
O=C(COC(=O)c1cc([N+](=O)[O-])ccc1NCCO)Nc1cccnc1Cl,114.4,4.0,2.9,0.0,1.5,12.5,-0.9,-2.6,3.4,-0.2
Cc1ccc(S(=O)(=O)N2CCC(=O)N(CCOCc3cccc(Cl)c3)CC2)cc1,100.2,-9.8,-5.7,-1.7,-1.9,10.0,6.9,-1.7,-18.5,36.8
Cc1nn(C(C)C(=O)NCCC2=CCCCC2)c(=O)c2nn(-c3ccccc3)c(C)c12 (configuration not stated),103.4,-0.7,-3.4,0.6,0.7,13.0,-2.9,-2.5,18.6,-13.5
Cc1cccn2c(=O)c3cc(C(=O)NCCc4ccccc4)sc3nc12,92.1,6.0,-4.8,-0.3,1.6,4.6,-3.0,-0.9,8.0,37.1
COc1cc(NC(=S)NC(C)(C)C)c(OC)cc1Cl,95.3,-12.3,9.3,-0.4,-1.6,15.8,2.6,-3.4,-7.2,-10.0
CS(=O)(=O)N1CCc2cc(C(=O)O)ccc21,102.7,1.6,-10.4,-8.5,-1.1,-0.3,-3.8,0.1,10.7,-2.2
CC1CCC(NC(=O)CCS(=O)(=O)c2ccc3c(c2)NC(=O)CS3)CC1 (configuration not stated),.,4.3,8.7,1.8,2.8,5.2,1.1,-1.0,-10.8,3.7
O=S(=O)(Nc1cccc(F)c1)c1cccc2nsnc12,85.3,-2.1,6.2,-3.0,-4.1,10.4,0.2,-2.2,-1.0,-10.1
O=C(COC(=O)CNC(=O)c1ccc(Cl)cc1Cl)NCc1ccco1,102.2,3.1,5.8,2.6,-0.7,3.2,-2.1,-0.5,5.4,17.3
CC1CC(C)CN(C(=O)/C(=C\c2ccccc2)c2ccccc2)C1 (configuration not stated),102.3,-10.7,-11.1,-17.6,-2.0,-59.2,0.8,11.7,4.0,9.4
O=C(COc1ccc2c3c(c(=O)oc2c1)CCC3)NCCCN1CCOCC1,.,-0.9,3.8,2.3,4.7,15.1,3.9,-2.9,-14.8,3.8
C=CCc1cccc(C=Nc2cc(Br)ccc2O)c1O,132.3,3.2,0.5,-1.2,-4.1,-2.1,-0.6,0.4,-31.3,0.2
O=C(Nc1ccccc1NS(=O)(=O)c1ccc(F)cc1)C1CCC1,106.9,-4.2,-1.7,-2.7,-1.5,0.5,2.5,-0.1,-2.7,1.3
CC1CCCC(C)N1/N=C/c1cccc(Br)c1 (configuration not stated),112.9,3.9,4.5,1.0,5.7,-13.8,-0.7,2.9,2.4,32.7
Cc1cccc(-c2ncc(CN3CCC(CO)(CCCc4ccccc4)CC3)cn2)c1,102.7,-7.9,-0.2,-1.5,-3.0,-43.0,0.3,8.5,-21.9,13.3
Cc1ccc(S(=O)(=O)NC2CC(C)(C)NC(C)(C)C2)cc1C,101.6,19.2*,-1.9,1.2,7.2,6.9,2.4,-1.4,-9.0,-12.9
CC(Nc1n[nH]c(=O)[nH]c1=O)C(=O)N/N=C/c1ccccc1 (configuration not stated),93.5,-7.9,-9.6,2.2,0.6,8.7,-3.2,-1.7,17.6,10.3
CC1=CC(C)C2C(=O)N(c3ccccc3)NC(=O)C2C1 (configuration not stated),85.3,0.8,-4.9,0.5,0.4,4.0,-1.6,-0.8,5.8,1.8
C[C@H]1CN([C@@H](C)CO)C(=O)CCCn2nncc2CO[C@H]1CN(C)C(=O)c1cc(-c2ccccc2)on1,104.7,-1.8,-1.5,0.3,1.4,.,.,.,.,.
COc1ccc(-c2cc(CNS(=O)(=O)c3ccc(NC(C)=O)cc3)on2)cc1,.,2.6,-10.0,2.1,2.3,-1.4,2.1,0.2,-7.7,1.9
CCOC(=O)c1cc(C)nn1-c1nc(Cl)cc(OC)n1,93.5,3.5,11.2,-1.4,0.6,7.0,-3.4,-1.3,-5.7,5.2
CCOc1ccc(OCc2ccc(C(=O)Nc3cccnc3)cc2)cc1,102.6,-5.5,-10.6,0.9,-0.7,0.6,2.4,-0.1,-6.0,0.3
COC(=O)CCn1nnc(-c2cccs2)n1,.,-2.6,1.9,-1.1,1.1,1.0,1.9,-0.2,-3.4,4.9
Cc1ccc(S(=O)(=O)NC(=O)Nc2ccccc2)cc1,105.2,-5.2,5.7,0.0,5.0,-3.0,-4.7,0.6,13.2,40.1
COc1cccc(CN2CCCC(N3CCc4ccccc4C3)C2)c1O (configuration not stated),106.5,-2.8,-0.6,-2.9,1.9,6.9,4.3,-1.3,-11.8,26.0
COc1cccc(NC(=O)CN(C)C(=O)Cc2ccc3c(c2)OCCO3)c1,103.9,-4.3,-7.2,-0.5,-2.6,9.6,3.9,-1.5,1.7,-10.4
CCOC(=O)CN1CC23C=CC(O2)C(C(=O)NCCc2ccccc2)C3C1=O (configuration not stated),106.0,-11.2,-16.7,0.9,-1.9,15.6,-2.7,-3.0,7.5,6.0
CCOC(=O)C1=NN(c2ccccc2)C2=NC(C)=C(C(=O)OC)C(c3ccc(C)cc3)N12 (configuration not stated),97.6,6.3,5.3,-5.8,2.0,-0.4,1.4,0.1,-3.6,18.9
O=C(NNc1nc(-c2ccc(Cl)cc2)cs1)c1ccco1,105.5,-1.5,-9.9,-0.1,-0.5,3.3,1.1,-0.6,-3.8,28.2
O=c1c2ccccc2cnn1-c1ccc2ccccc2c1,99.8,-23.5,-0.4,-1.5,3.8,10.0,-2.2,-1.8,17.0,-8.3
O=C(CCC(=O)N1CCOc2ccccc21)Nc1ccc(F)cc1F,104.6,-16.1,-1.6,-2.1,0.7,1.9,3.0,-0.3,-9.2,-0.8
COC(=O)c1scc(C)c1S(=O)(=O)Nc1ccc(C)cc1,111.9,-2.5,-5.3,0.6,0.9,9.5,2.5,-1.8,7.2,-9.2
